Screening results: PubChem, National Center for Advancing Translational Sciences (NCATS)
KAT2A inh: GCN5L2 (KAT2A) acetyltransferase inhibition | actives 0.21% (n = 390,000) | Q92830 | Potency, µM (highest dose often 58.9 µM), for inactives: at the top dose activity change, negative = inhibition, most hits filed as inhibitors | AID 504327 | GCN5L2 HAT assay, ThioGlo1 CoA-SH fluorescence
Target sequence (Q92830 whole entry, looked up): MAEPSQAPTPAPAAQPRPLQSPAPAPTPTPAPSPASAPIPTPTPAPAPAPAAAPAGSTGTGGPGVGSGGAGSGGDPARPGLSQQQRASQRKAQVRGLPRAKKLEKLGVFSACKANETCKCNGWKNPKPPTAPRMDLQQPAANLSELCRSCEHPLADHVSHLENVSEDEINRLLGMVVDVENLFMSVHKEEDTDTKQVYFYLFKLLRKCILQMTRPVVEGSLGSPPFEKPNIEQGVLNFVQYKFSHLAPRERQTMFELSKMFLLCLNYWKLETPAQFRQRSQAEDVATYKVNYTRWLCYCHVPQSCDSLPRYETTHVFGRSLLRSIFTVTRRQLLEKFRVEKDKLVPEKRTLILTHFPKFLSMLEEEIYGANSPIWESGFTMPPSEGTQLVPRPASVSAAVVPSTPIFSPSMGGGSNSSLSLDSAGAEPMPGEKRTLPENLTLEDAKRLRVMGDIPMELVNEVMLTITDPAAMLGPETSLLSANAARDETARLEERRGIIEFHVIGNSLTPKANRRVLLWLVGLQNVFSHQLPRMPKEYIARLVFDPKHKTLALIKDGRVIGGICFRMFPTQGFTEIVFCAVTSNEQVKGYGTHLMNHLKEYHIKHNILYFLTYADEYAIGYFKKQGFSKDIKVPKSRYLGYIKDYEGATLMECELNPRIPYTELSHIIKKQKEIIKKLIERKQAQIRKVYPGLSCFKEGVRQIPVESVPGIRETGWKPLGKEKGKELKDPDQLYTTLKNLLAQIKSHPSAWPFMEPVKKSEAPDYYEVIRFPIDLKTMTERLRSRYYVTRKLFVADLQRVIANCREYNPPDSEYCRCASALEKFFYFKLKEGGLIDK
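Compounds, pin-transferred from DMSO stocks, meet 20nM GCN5L2 for 15 min before the reaction begins with H3(1-25) peptide (75uM) and acetyl-CoA (70uM). Thiol-reactive ThioGlo1 reports CoA release over 20 min at room temperature.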
TDP1 cell noCPT: qHTS for Inhibitors of human tyrosyl-DNA phosphodiesterase 1 (TDP1): qHTS in cells in absence of CPT; DT40 Tdp1-/- hTDP1 cells, no CPT, ATP luminescence, 48 h; Potency, µM (top dose mostly 46.2 µM), for inactives: at the top dose activity change, negative = growth inhibition, actives largely listed as inhibitors; actives 15% (n = 420,000); note: nearly all actives have a fitted effect of over 55% in size
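Compound effects on proliferation are scored in DT40 Tdp1-/-;hTDP1 cells in the absence of CPT. ATP levels (CellTiter-Glo luminescence) are recorded after a ≥48 hr, 37 °C incubation.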
TDP1 cell CPT: growth inhibition of DT40 Tdp1-/-;hTDP1 cells with camptothecin (screen for TDP1 inhibitors). chicken DT40 Tdp1-/-;hTDP1 cells + 20 nM CPT, ATP luminescence, 48 h. Potency, µM (highest dose often 46.2 µM), inactives show top-dose activity change, negative = growth inhibition, most hits filed as inhibitors. actives 12% (n = 420,000); note: nearly all actives have a fitted effect of over 55% in size
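Chicken DT40 Tdp1-/- cells complemented with human TDP1, 400 cells/well, exposed to compounds plus 20 nM camptothecin for at least 48 h at 37 C; viability read as ATP content by CellTiter-Glo luminescence.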
The depositor's hits bear a star; ? = inconclusive; . = no result given; & = joins results of further samples; [ ] = dose if it differs, or a comment. Calls come from the whole dose curve; as a rule, active = well fitted curve in the direction sought with a large enough effect; inconclusive = small, poorly fitted or top-dose-only effect, or another doubt; inactive = no such curve, though single readings can be large; an effect the other way counts as inactive or inconclusive. % is set by controls: 0 for no effect and ±100 for the full control effect; potency is the fitted concentration of half-maximal effect. These rows are one share of the data (hit frequency here may not be typical).

The opening 2 records (preview)
Molecule	TDP1 cell CPT	TDP1 cell noCPT	KAT2A inh
CN(c1cccc2cccnc12)S(=O)(=O)c1ccccc1	16%	-4%	-17%
COc1ccc(/C=N/n2c(C)nc3ccccc3c2=O)cc1OC	-7%	?	-3%

All compounds of this part, repeating the preview:
Molecule	TDP1 cell CPT	TDP1 cell noCPT	KAT2A inh
CN(c1cccc2cccnc12)S(=O)(=O)c1ccccc1	16%	-4%	-17%
COc1ccc(/C=N/n2c(C)nc3ccccc3c2=O)cc1OC	-7%	?	-3%
CC(C)c1ccc(NC(=O)N2CCN(S(=O)(=O)c3ccccc3)CC2)cc1	-21%	-29%	5%
O=C(Cc1ccc(Cl)cc1)Nc1ncccn1	0%	5%	1%
COc1ccc(-n2c(SCc3nnc(-c4ccccc4)o3)nnc2-c2ccccc2)cc1	-8%	?	8%
c1csc(-c2csc3ncnc(NCCCN4CCOCC4)c23)c1	16µM*	13µM*	-12%
OCCN(Cc1ccccc1)Cc1ccc(F)c(F)c1	-4%	-22%	0%
CCN(CCCNC(=O)c1cc2cc3ccc(OC)cc3nc2s1)c1ccccc1	16µM*	21µM*	-5%
O=C1CN(C(=O)C2CCCCC2)C(c2ccccc2)c2cc(F)ccc2N1 (centres undefined)	?	?	1%
COc1cc(N(C)C)ccc1/C=C1\C=Cc2ccccc21	?	16µM*	.
O=C(COC(=O)c1ccc(O)cc1)Nc1cc(C(F)(F)F)ccc1N1CCOCC1	0%	-1%	-7%
Cc1csc(NC(=O)CSc2nnc(C)s2)n1	-2%	-19%	2%
COc1ccc(C2CC2/C(=N/OC(=O)c2cccs2)c2ccccc2)cc1 (centres undefined)	-17%	-22%	-2%
Cc1ccc(N2C(=O)N(CC(=O)Nc3ccc(C)c(C)c3[N+](=O)[O-])C(=O)C2C)cc1 (centres undefined)	0%	-15%	-7%
COc1cccc(CNS(=O)(=O)c2cc3c(cc2Cl)NC(=O)CO3)c1	-12%	-24%	-8%
COc1ccc(C(=O)COc2ccccc2N2C(=O)C3C4C=CC(C4)C3C2=O)cc1 (centres undefined)	-20%	?	-2%[0.501 µM]
O=C(O)C1CCCCC1C(=O)Nc1ccc(OCc2ccccc2)cc1 (centres undefined)	-24%	-20%	2%
O=C(NCc1cccs1)C1CCCN(S(=O)(=O)c2ccc3c(c2)OCO3)C1 (centres undefined)	-24%	?	2%
CC1CN(C(=S)Nc2ccccc2)N(c2ccccc2)C1 (centres undefined)	5%	20%	-8%
Cc1ccc(N2C(S)=C(C#N)C(=O)NC23CCCCC3)cc1	-9%	-9%	1%
CC(C)(CNC(=O)c1cccc(S(=O)(=O)Nc2ccc(SC(F)F)cc2)c1)N1CCOCC1	?	0%	.
CS(=O)(=O)N1CCC2(CC1)CN(C(c1ccccc1)c1ccccc1)C2	6%	-3%	-9%
COC(=O)CSc1nnc(CNc2ccc(F)cc2)o1	0%	-3%	-7%
Cc1cc(N/C=C/C(=O)c2ccc(Br)cc2)no1	2%	-2%	2%
COc1ccc(N2CCN(Cc3nc4ccsc4c(=O)[nH]3)CC2)cc1	-4%	-4%	3%
COc1cccc(C(=O)NC(=S)Nc2ccc(N(C)C)cc2)c1	?	?	-4%
Cc1n[nH]c(C)c1CS(=O)(=O)c1ccccc1	7%	-12%	-4%
CCSc1nnc(NC(=O)c2ccc(F)c(S(=O)(=O)N3CCOCC3)c2)s1	-13%	-5%	-2%
COc1cc(/C(C)=N/N2CCOCC2)cc(OC)c1OC	2%	0%	-12%
O=C(CSCc1ccccn1)Nc1ccccc1	-17%	-16%	3%
CCc1ccc(NC(=O)CCCOc2cc(=O)n(C)c3ccccc23)cc1	?	?	.
S=C(NCCCN1CCOCC1)Nc1cccc(Cl)c1	3%	1%	-2%
O=C1NC(=Nc2cccnc2)S/C1=C/c1ccc(F)cc1	2.9µM*	3.3µM*	-21%
O=C(Nc1ccc2ccccc2c1)c1cccnc1	0%	-1%	1%
CCCCn1c(N)c(N(CC)C(=O)c2ccc(C)cc2)c(=O)[nH]c1=O	9%	-6%	-22%
O=C(C1CCCC1)N1CCN(S(=O)(=O)c2ccc(F)cc2)CC1	-4%	-8%	-1%
COc1ccc(C(=O)Nc2ccc(Cl)cc2F)cc1S(=O)(=O)N1CCCC1	-15%	-22%	-1%
Cc1[nH]n(-c2cccc3ccccc23)c(=O)c1/C=N/c1sc2c(c1C#N)CCC2	-19%	?	-5%
CCOc1ccccc1NC(=O)Cn1c(=O)n(Cc2ccc(C(=O)NCCCOC)cc2)c(=O)c2ccccc21	-3%	-15%	-5%
CC(C)CN(C(=O)CN1C(=O)C2CCCCC2C1=O)c1c(N)n(Cc2ccccc2)c(=O)[nH]c1=O (centres undefined)	-27%	0%	1%
COc1ccc(-c2cc(C(=O)NCC3CCCO3)on2)cc1OC (centres undefined)	-4%	18%	0%
Cc1nc(C)c(C(=O)OCC(=O)N(C)c2ccccc2)s1	1%	-11%	2%
COc1ccc(N=Cc2nc(-c3ccccc3)oc2OC(=O)c2ccccc2)cc1	21µM*	23µM*	-8%
O=S(=O)(Nc1ccc(-c2ccc(N3CCCC3)nn2)cc1)c1ccc(C(F)(F)F)cc1	?	?	-8%
COC(=O)[C@]12CCCCC=C1N(CCc1ccc(OC)c(OC)c1)C(=O)[C@H](CC(=O)NCc1cccs1)C2	21µM*	16µM*	.
CC(=O)Nc1cccc(NS(=O)(=O)c2cc3c4c(c2)CCN4C(=O)CC3)c1	-17%	-16%	-1%
O=S(=O)(c1ccc(NC(=S)N2CCCCC2CO)cc1)N1CCOCC1 (centres undefined)	-20%	?	.
COc1ccc2cnnc(SCC(=O)Nc3ccc(C(C)=O)cc3)c2c1OC	-13%	?	-2%
CCC1CCCCN1C(=O)Cn1c(=O)n(-c2ccccc2C(F)(F)F)c(=O)c2c(C)c(C(=O)N(C)C)sc21 (centres undefined)	-17%	-15%	0%
CCCc1cc(=O)oc2cc(OCC(=O)N3C[C@H]4C[C@@H](C3)c3cccc(=O)n3C4)c(Cl)cc12	7%	-8%	-1%
COC(=O)c1cc(OC)c(OC)cc1NC(=O)C(C)Sc1ccc(C)cc1 (centres undefined)	?	?	-19%
Nc1nnc(CSCc2cccc(Br)c2)s1	-16%	-18%	0%
CCCCN(CCCC)CCCNC(=O)CN1C(=O)COc2ccc(S(=O)(=O)N3CCC(C)CC3)cc21	18µM*	9.2µM*	-3%
O=C(NNC(=S)NC(=O)C12CC3CC(CC(C3)C1)C2)c1ccncc1	?	?	-3%
CC1CCN(C(=O)CSc2nc(C3CC3)nc3ccccc23)CC1	?	?	-9%
CCOC(=O)C1CN(C(=O)OCC)CC1=NNC(N)=O (centres undefined)	-8%	-17%	.
Cc1nnc(Sc2c(N)n(C)c(=O)[nH]c2=O)s1	-11%	-11%	-10%
CC(C)(C)Nc1nc(Cl)nc(NC2CCCCC2)n1	?	?	3%
CN1CCCC1CCOC(C)(c1ccccc1)c1ccc(Cl)cc1 (centres undefined)	?	16µM*	1%
COc1cc(/C=C/C(=O)NCc2nc3ccccc3[nH]2)cc(OC)c1OC	-25%	-16%	0%

Next section:
Molecule	TDP1 cell CPT	TDP1 cell noCPT	KAT2A inh
COc1ccccc1/C=C/c1ccnc2ccccc12	?	14µM*	.
COc1ccc(-c2c3c(=O)n(C)c(=O)n(C)c3c3c(C)nc4ccccc4n23)cc1	?	21µM*	-8%
Nc1nc2c(s1)C(=O)CC(c1ccccc1)C2 (centres undefined)	-5%	-20%	0%
CCOC(=O)Cn1nc(Cc2ccccc2)c2ccccc2c1=O	-27%	-28%	26%
O=C(Cn1nc(-c2ccccc2)c2ccccc2c1=O)NN1CCOCC1	-9%	-14%	-14%
O=C(NCc1ccccc1F)c1ccc(CN2CC(=O)N3CCCCC3C2=O)cc1 (centres undefined)	-7%	-6%	-3%
CNc1cncc(-c2cc(OC)c(OC)c(OC)c2)n1	?	?	.
CCOC(=O)C1CCCN(C(=O)c2sc3nc(C)nc(N(CC)CC)c3c2C)C1 (centres undefined)	23µM*	?	-5%
CC1CCN(S(=O)(=O)c2ccc(S(=O)(=O)N3CCC4(CC3)OCCO4)cc2)CC1	1%	-16%	-3%
CC(CN1C(C)CCCC1C)OC(=O)c1cccc(Br)c1 (centres undefined)	3%	-20%	-3%
CC(C)(C)n1nnnc1C(c1ccccc1)N1CCN(c2ccccn2)CC1 (centres undefined)	-5%	-8%	.
C=CCn1c(O)c(N=NC(=O)OCC)c2ccccc21	?	?	-5%
COc1ccccc1NC(=O)Cc1noc(CSc2nnc(N)s2)n1	8%	-17%	-7%
Cn1c(=O)c(=O)n(C)c2cc(S(=O)(=O)NCc3ccc(Cl)cc3)ccc21	16µM*	?	-3%
O=C(COC(=O)c1cc(S(=O)(=O)N2CCOCC2)ccc1Cl)NCc1ccc2c(c1)OCO2	1%	-2%	-2%
O=C(Nc1ccc(Cl)cc1C(F)(F)F)C(Sc1cccc[n+]1[O-])c1ccccc1 (centres undefined)	3%	-13%	-9%
O=C(O)CSc1cc(NS(=O)(=O)c2ccc(Br)cc2)c2ccccc2c1O	2.9µM*	5.2µM*	38%[activator]
COc1ccc(-c2noc(=O)n2Cc2ccc(F)cc2Cl)cc1	1%	-27%	1%
COc1ccc(NC(=O)c2oc3ccccc3c2NC(=O)c2cc3ccccc3o2)cc1	?	4.1µM*	1%
COc1cccc(OCC(=O)NNC(=O)c2ccc3ccccc3c2)c1	5%	22%	2%
COc1ccc(CC(=O)N2N=C(C)CC2(O)C(F)(F)F)cc1 (centres undefined)	2.9µM*	3.3µM*	2%
Cc1cc(C)cc(N2C(=O)CCSC23C(=O)N(Cc2ccccc2)c2ccccc23)c1 (centres undefined)	5.8µM*	5.8µM*	-22%
COc1ccc(CCNC(=O)C2CCN(C(=O)c3ccc(OC)c(OC)c3)CC2)cc1	3%	-9%	-8%
O=C(NCc1ccccc1)c1cc2ccccc2o1	?	-5%&-1%	-3%&1%
OCC#CCSc1nnc(-c2ccc(Br)cc2)o1	-23%	?	-13%
Cc1cc(/C=N/NC(=O)c2ccncc2)c(C)n1-c1ccccc1	2%	-26%	0%
O=C(NCCN1CCCC1)c1ccc(Cl)cc1	2%	3%	0%
COc1cc2c(c(OC)c1)C(c1cc(OC)c(OC)c(OC)c1)CC(=O)N2 (centres undefined)	-1%	-16%	-13%
CN(C)CCNC(=O)c1cc2c(=O)n(C)c3ccccc3c2n1C	-18%	-26%	-6%
Cc1cc(C)c(NC(=O)Cn2c(=O)n(CCC(=O)NCc3ccccc3Cl)c(=O)c3sccc32)c(C)c1	-18%	1%	1%
O=C(NN=C1CCCC1)c1[nH]c2ccc(Br)cc2c1-c1ccccc1	?	?	-13%
COc1ccc(CNC(=O)C[C@@H]2C[C@H]3c4cc(NC(=O)C5CCC5)ccc4O[C@H]3[C@@H](CO)O2)cc1	-13%	?	.
CCOC(CCNC(=O)c1cn(C)c(=O)c2c1c1ccccc1n2C)OCC	?	?	1%
Cc1cc(/C=C2\NC(=O)N(Cc3ccc(Cl)cc3)C2=O)c(C)n1C	-8%	?	6%
O=C(c1ccco1)N1CCN(c2nc(C3CC3)nc3sc4c(c23)CCCC4)CC1	26µM*	?	-4%
O=C(Cn1cnc2c(nnn2Cc2ccccc2)c1=O)c1ccccc1	?	?	-11%

Pulled by structure from the list above:
Molecule	TDP1 cell CPT	TDP1 cell noCPT	KAT2A inh
Cc1cc(C)c(NC(=O)Cn2c(=O)n(CCC(=O)NCc3ccccc3Cl)c(=O)c3sccc32)c(C)c1	-18%	1%	1%
CN(C)CCNC(=O)c1cc2c(=O)n(C)c3ccccc3c2n1C	-18%	-26%	-6%
Cc1cc(/C=N/NC(=O)c2ccncc2)c(C)n1-c1ccccc1	2%	-26%	0%

More compounds follow.
Molecule	TDP1 cell CPT	TDP1 cell noCPT	KAT2A inh
O=C(CSc1ccc(-c2ccco2)nn1)c1ccc(F)cc1	-29%	-28%	-16%
CN1CCC(=C(c2ccccc2)c2ccc(Br)cc2)CC1	?	16µM*	.
Cc1cccc(OCC(=O)Nc2ccccc2C(=O)OCc2cc(=O)n3ccsc3n2)c1	0%	-1%	21%
COc1ccccc1NC(=S)NC(=O)CC(C)C	?	?	2%
